CAL PDZ FP-1: untagged CAL PDZ binding inhibitors, primary screen, biochemical, fluorescence polarization, HTS | inhibition, % at 24.9 µM | AID 602252, 2012 | purified CAL PDZ, TMR-peptide fluorescence polarization, 1 h | 300,000 compounds, 0.92% hits;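 active means mean inhibition of at least 30% with at least half of replicates also reaching 30%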;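 further: 0% = DMSO neutral control and 100% = excess unlabeled competitor peptide PRC23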
Arr AP2 block: inhibitors of beta-arrestin/AP2 binding, primary screen, biochemical, GPCR trafficking, flow cytometry | beta-arrestin 1 C-terminal peptide binding to AP2 beta2-adaptin appendage (human) | FITC-arrestin peptide / GST-AP2 beads; AP2 beta2 appendage carries R879A mutation | inhibition, % at 10 µM | 340,000 compounds, 0.31% hits | AID 504490, 2011;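 active means inhibition above a set limit, near 3 SD of compounds lacking own fluorescence, cut at about 54% in these data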;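 further: plate controls were DMSO wells for no effect and 5 µM unlabelled arrestin peptide for full effect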
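Measured by: flow cytometry, FL1 (488/535 nm); Material: AP2 appendage R879A on GSH beads; Evaluation: percent response; Timing: pre-incubation 12 min, peptide binding 1 h, room temperature; Also added: 50 nM FITC-arrestin peptide; Medium: PBS with 0.05% Tween 20 and 0.1% BSA.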
Keap1-Nrf2 PPI: Keap1-Nrf2 protein-protein interaction inhibitors, primary screen, biochemical, fluorescence polarization, single point | Kelch-like ECH-associated protein 1 (Homo sapiens), Q14145 | Keap1 Kelch-Nrf2 peptide fluorescence polarization, 1536-well | inhibition, % at 9.4 µM | 340,000 compounds, 0.15% hits | AID 504523, 2011; in the data active means inhibition above about 12%;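 further: human Keap1 Kelch domain with fluorescein labeled Nrf2 9mer peptide probe; 0% = neutral control wells and 100% = peptide positive control; higher means more block of Keap1 binding to Nrf2 peptide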
NSD2 inh: NSD2 histone methyltransferase inhibitors, primary screen, biochemical, AlphaScreen, single concentration, set 2; NSD2 peptide methylation, 120 min; 310,000 compounds, 0.54% hits; Histone-lysine N-methyltransferase NSD2 (Homo sapiens), O96028; inhibition, % at 12.5 µM; in the data active means inhibition above about 50%
V-ATPase pHluor: regulators of yeast V-ATPase proton pumping, primary screen, pHLuorin cytosolic pH fluorescence | 350,000 compounds, 0.37% hits | S. cerevisiae | response, % at 10 µM | AID 504577, 2011; in the data active means response mostly above about 7.3%, no sharp cut-off; inactive means mostly below about 5.4%; further: actives read high; inactives centre near 0; some compounds called inactive have numbers as strong as hits
RTF Ca sens inh: cardiac RTF calcium sensitivity inhibitors, primary screen, biochemical, IANBD-TnC fluorescence, EC70 calcium | Troponin I, cardiac muscle (Homo sapiens) + Troponin T, cardiac muscle (Homo sapiens) + … | IANBD-labeled cardiac RTF, Ca2+ fluorescence | inhibition, % at 7.15 µM | 340,000 compounds, 0.12% hits;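 active means inhibition above the mean inhibition of all tested compounds plus 3 SD, cut at about 17% in these data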;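 further: assay run at fixed EC70 calcium of 1.6 mM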
DAGLB inh: DAGLB lipase inhibitors, primary screen, biochemical, fluorescence, HTS. inhibition, % at 5.17 µM. 340,000 compounds, 0.059% hits. AID 504411, 2011. HEK293T DAGLB membrane lysate, EnzChek fluorogenic substrate. Diacylglycerol lipase-beta (Homo sapiens), Q8NCG7; in the data active means inhibition above about 34%;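 further: 0% = enzyme with vehicle and 100% = wells lacking enzyme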
CAL PDZ FP-2: CAL PDZ peptide-binding inhibitors, primary screen, biochemical, fluorescence polarization, Cer-tagged CAL PDZ, HTS; 330,000 compounds, 0.02% hits; AID 504414, 2011; inhibition, % at 20 µM; purified CAL PDZ, TMR-peptide fluorescence polarization, 1 h;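 active means highest replicate inhibition of at least 40%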;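 further: plate controls were DMSO neutral control wells for no effect and unlabeled competitor peptide control wells for full effect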
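Material: tagged CAL PDZ protein CerCALP, purified; buffer or medium: sodium phosphate/NaCl buffer pH 7.4 with TCEP, IgG, Thesit; also added: fluorescent TMR peptide probe; schedule: 1 h incubation at room temperature before polarization reading; technique: fluorescence polarization from S- and P-plane intensities, G-factor corrected; control set: unlabelled peptide and DMSO controls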
LANA DNA inh: inhibitors of KSHV C-LANA binding to DNA, primary screen, biochemical, fluorescence polarization, FAM-LBS DNA, MBP-C-LANA, single point; AID 504423, 2011; 340,000 compounds, 0.078% hits; Kaposi's sarcoma herpesvirus LANA C-terminal domain (residues 932-1162) DNA binding; inhibition, % at 9 µM;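 active means highest replicate inhibition at or above 60% at 9 µM, even if other replicates fall short; inactive means all replicates below 60% inhibition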;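 further: 0% = neutral control wells and 100% = 4 µM acridine orange control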
Pemphigus Ab inh: inhibitors of pemphigus antibody binding to DSG3, primary screen, biochemical, bead-based, flow cytometry, scFv-GFP | AID 588358, 2011 | binding (percent of control), % at 10 µM | Desmoglein-3 (Homo sapiens), P32926 | DSG3-coupled beads, scFv-anti-DSG3-GFP binding; stronger effect = lower value | 310,000 compounds, 0.48% hits;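 active means binding more than 3 SD below its plate's average and above zero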; further: some compounds called inactive have numbers as strong as hits
* marks the source's active call; other numbers are inactive results; nt = no result given.

1. COc1cc(OC)cc(C(=O)NCC(=O)OCC(=O)c2ccc3c(c2)-c2ccccc2C3)c1
2. Cc1cccc(C)c1N(CC(=O)N1CCCC1)S(C)(=O)=O
3. COc1cc(OC)c(NC(=O)C2CCCN2C(=O)OCc2ccccc2)cc1Cl (stereo not given)
4. Cc1cc2ccccc2n1CCNC(=O)c1ccc(S(=O)(=O)N2CCOCC2)cc1
5. COc1ccccc1NC(=O)Nc1ccnn1C1CCN(C(=O)c2cscn2)CC1
6. Cc1ccc(-n2ccnc2SCC(=O)O)cc1C
7. COc1cnc(-c2ccccn2)nc1Sc1ccc(Cl)cc1
8. CCN(CC)CCN(Cc1cc2cc3c(cc2[nH]c1=O)OCCO3)C(=S)NCCCN(C)C
Screen / compound no.,1,2,3,4,5,6,7,8
CAL PDZ FP-1,0,nt,-6,-4,-1,-2,-2,4
Arr AP2 block,-8,2,-7,1,6,-8,-2,20
Keap1-Nrf2 PPI,0,3,0,-2,-1,-2,-3,-1
NSD2 inh,0,-1,-3,-5,8,-5,1,9
V-ATPase pHluor,7,0,1,-1,6,-2,-2,3
RTF Ca sens inh,7,-8,-3,3,-2,-1,-2,-4
DAGLB inh,-1,0,0,9,2,-1,3,-1
CAL PDZ FP-2,-1.8,0.0,-2.2,-1.9,-1.8,-1.9,-0.2,-2.1
LANA DNA inh,1.1,1.8,-0.4,0.0,-0.2,-0.2,0.1,-2.6
Pemphigus Ab inh,88,104,nt,83*,101,102,104,102

9. Cc1c(/C=C/C(=O)c2ccc(Cl)s2)cnn1C
10. Cc1ccc(NC(=O)C2CCN(S(=O)(=O)c3cnc[nH]3)CC2)nc1
11. CCOC(=O)c1c(C)[nH]c(C(=O)NNC(=O)c2ccccc2F)c1C
12. CCSc1nnc(NC(=O)NCC(F)(F)F)s1
13. CCCCNC(=O)[C@@H]1CC=C[C@@H]2CCN(Cc3ccc(Cl)c(Cl)c3)C(=O)[C@@H]21
14. Cc1ccc(Cl)cc1N1CCN(S(=O)(=O)c2ccc3[nH]c(=O)c(=O)[nH]c3c2)CC1
15. CCN(C(=O)COc1ccc(C(C)=O)cc1)c1cccc2ccccc12
16. CC(C)CCNc1nnnc2c1sc1nc(N3CCOCC3)c3c(c12)CC(C)(C)SC3
Screen / compound no.,9,10,11,12,13,14,15,16
CAL PDZ FP-1,-9,-5,nt,-2,2,-1,-4,-2
Arr AP2 block,1,-2,25,5,-2,11,1,4
Keap1-Nrf2 PPI,-3,-3,1,0,-4,0,-6,-3
NSD2 inh,-3,-1,2,1,nt,-1,0,-2
V-ATPase pHluor,2,-2,-2,1,2,0,7,0
RTF Ca sens inh,-15,8,-1,-21,-3,-3,1,4
DAGLB inh,0,2,-1,1,-3,5,-4,2
CAL PDZ FP-2,nt,-0.7,-0.2,1.0,-0.3,0.2,-1.4,-7.9
LANA DNA inh,-0.7,-0.8,1.2,-2.4,-0.7,1.1,-1.0,-1.6
Pemphigus Ab inh,nt,90,95,101,105,99,106,nt

17. CCN(CC(=O)NCc1cccs1)C(=O)c1ccc(-c2ccccc2F)o1
18. CCOC(=O)C1CCCN(C(=O)c2sc3nc(C)nc(N4CCOCC4)c3c2C)C1 (stereo not given)
19. CCOc1cc(-c2nc(-c3ccc(C)nc3OC)no2)cc(OCC)c1OCC
20. Nc1c(Cl)cc2c(c1Br)Cc1ccccc1-2
21. O=C1c2cnc3nc(SCc4ccccc4)nn3c2CC2c3ccccc3CCN12 (stereo not given)
22. Cc1ncsc1CCOC(=O)c1cccnc1
23. Cc1ccc(N2CCN(S(=O)(=O)c3cccs3)CC2C)cc1 (stereo not given)
24. Cc1ccc(CCc2nnc(SCC(=O)Nc3cc(Cl)ccc3Cl)n2-c2ccccc2)o1
Screen / compound no.,17,18,19,20,21,22,23,24
CAL PDZ FP-1,nt,-1,-2,1,-3,-1,-3,-3
Arr AP2 block,-4,0,-2,-3,-6,5,6,-2
Keap1-Nrf2 PPI,-3,3,4,-1,0,-2,7,-8
NSD2 inh,-1,nt,1,-1,-1,2,-2,0
V-ATPase pHluor,1,2,0,3,4,1,2,0
RTF Ca sens inh,-9,-7,-7,2,-5,-5,-4,-14
DAGLB inh,0,1,-1,0,-1,2,-5,-2
CAL PDZ FP-2,-0.8,-1.9,0.3,0.8,-1.8,-0.6,-2.2,-0.1
LANA DNA inh,-0.8,0.2,0.6,-0.7,0.7,0.1,1.6,1.2
Pemphigus Ab inh,nt,95,98,104,96,97,108,112

25. Cc1ccc(-c2n[nH]c(=S)n2/N=C/C=C\c2ccccc2[N+](=O)[O-])cc1
26. CC(C)C(NC(=O)C12CC3CC(CC(C3)C1)C2)C(=O)N/N=C/C1=C(N2CCOCC2)C(=C\c2ccc([N+](=O)[O-])cc2)/CC1 (stereo not given)
27. Cn1c(N)c(C(=O)COC(=O)CCC(=O)c2cccs2)c(=O)n(C)c1=O
28. COC(=O)c1cc(-c2ccc(NC(C)=O)cc2)nc2ccccc12
29. Cc1ccc(-c2nc3ccccc3[nH]2)cc1NC(=O)c1sc2cc(Cl)ccc2c1Cl
30. CCOc1ccc(C(=O)COC(=O)c2c(-c3ccccc3)noc2C)cc1
31. CC(C)(C)OC(=O)CNC(=O)c1[nH]cnc1C(=O)NC1CCN(C(=O)OC(C)(C)C)CC1
32. O=C(NCC(O)COc1ccc([N+](=O)[O-])cc1)c1ccccc1 (stereo not given)
Screen / compound no.,25,26,27,28,29,30,31,32
CAL PDZ FP-1,-5,-3,-2,-4,-5,-3,-3,-6
Arr AP2 block,32,5,2,4,23,-3,-2,19
Keap1-Nrf2 PPI,1,-8,-3,-4,3,-1,2,-1
NSD2 inh,5,0,-4,-3,-1,-7,nt,0
V-ATPase pHluor,-4,3,3,nt,4,-1,7,-4
RTF Ca sens inh,-1,-7,-17,-5,-1,-20,-3,-6
DAGLB inh,0,0,0,-3,-9,-10,1,2
CAL PDZ FP-2,-0.6,-2.0,-0.5,-3.8,-2.7,-2.7,1.1,0.5
LANA DNA inh,-2.7,-0.2,-2.6,-0.7,-0.1,0.7,1.4,-0.3
Pemphigus Ab inh,107,102,nt,105,121,77,96,116

Part of the list above, with values ahead of the structure.
| # | CAL PDZ FP-1 | Arr AP2 block | Keap1-Nrf2 PPI | NSD2 inh | V-ATPase pHluor | RTF Ca sens inh | DAGLB inh | CAL PDZ FP-2 | LANA DNA inh | Pemphigus Ab inh | structure |
| --- | --- | --- | --- | --- | --- | --- | --- | --- | --- | --- | --- |
| 32 | -6 | 19 | -1 | 0 | -4 | -6 | 2 | 0.5 | -0.3 | 116 | O=C(NCC(O)COc1ccc([N+](=O)[O-])cc1)c1ccccc1 (stereo not given) |
| 27 | -2 | 2 | -3 | -4 | 3 | -17 | 0 | -0.5 | -2.6 | nt | Cn1c(N)c(C(=O)COC(=O)CCC(=O)c2cccs2)c(=O)n(C)c1=O |
| 25 | -5 | 32 | 1 | 5 | -4 | -1 | 0 | -0.6 | -2.7 | 107 | Cc1ccc(-c2n[nH]c(=S)n2/N=C/C=C\c2ccccc2[N+](=O)[O-])cc1 |

Individual results from the results shown.
Value of cpd 27 in CAL PDZ FP-2: -0.5
Value of cpd 29 in Pemphigus Ab inh: 121
Value of cpd 31 in Arr AP2 block: -2

(next part)
33. CCN(CC)S(=O)(=O)c1cccc(-c2nnc(SCCOc3ccccc3C)o2)c1
34. O=C(c1nc2nc(-c3cccs3)cc(C(F)(F)F)n2n1)N1CCN(Cc2ccccc2)CC1
35. CCN(C(=O)CN1CC(C)OC(C)C1)c1c(N)n(Cc2ccccc2)c(=O)[nH]c1=O (stereo not given)
36. Clc1cccc(Cl)c1Cn1c(-c2cccnc2Cl)nc2ccccc21
37. O=C(N/N=C/c1ccccc1Br)c1cccc(S(=O)(=O)N2CCOCC2)c1
38. CCOc1ccc(S(=O)(=O)N2CC(=O)Nc3ccccc32)cc1
39. CCOc1ccc(C(=O)Nc2cccc(-c3nc4ccccc4[nH]3)c2C)cc1[N+](=O)[O-]
40. NC(=O)NOCc1ccc(F)cc1Cl
Screen / compound no.,33,34,35,36,37,38,39,40
CAL PDZ FP-1,8,2,nt,nt,5,-3,-2,-2
Arr AP2 block,12,8,25,21,-8,15,5,1
Keap1-Nrf2 PPI,-2,-1,-4,-3,-7,2,0,-2
NSD2 inh,-5,0,-2,0,-1,-8,1,-2
V-ATPase pHluor,-6,-2,-1,-1,-2,-3,0,0
RTF Ca sens inh,3,1,-1,-1,2,-10,5,nt
DAGLB inh,-12,3,1,-3,-1,3,0,nt
CAL PDZ FP-2,-0.4,-1.0,-0.2,-1.4,-1.2,-1.6,0.4,-0.4
LANA DNA inh,-0.7,-0.7,-1.4,0.0,0.4,0.0,-0.2,0.2
Pemphigus Ab inh,97,103,108,99,nt,102,99,103

41. CCOC(=O)c1c(C)[nH]c(C)c1C(=O)COC(=O)C1CC(=O)N(CCc2ccccc2)C1 (stereo not given)
42. COCC(=O)N(C)c1nnc(-c2cnccn2)s1
43. COc1ccccc1C(=O)NCCNc1ccc([N+](=O)[O-])cc1Cl
44. COc1ccc(CNC(=O)CN2CCN(c3ccc(F)cc3)CC2)cc1
45. CCN(C(=O)CN1C(=O)S/C(=C\c2cccc(Cl)c2)C1=O)C1CCS(=O)(=O)C1 (stereo not given)
46. NNC(=O)CC1NCCN(Cc2ccccc2)C1=O (stereo not given)
47. O=C(O)CC(c1ccc(Br)cc1)N1Cc2ccccc2C1=O (stereo not given)
48. O=C1c2ccccc2C(Nc2ccc(S(=O)(=O)N3CCCCC3)cc2)N1Cc1ccco1 (stereo not given)
Screen / compound no.,41,42,43,44,45,46,47,48
CAL PDZ FP-1,36*,-1,4,-4,-2,-7,0,nt
Arr AP2 block,1,-3,-1,10,-12,38,32,1
Keap1-Nrf2 PPI,-2,-3,-4,1,-3,-2,-2,-5
NSD2 inh,3,2,-2,-2,-1,0,-5,nt
V-ATPase pHluor,0,4,3,1,0,-1,-6,-2
RTF Ca sens inh,6,2,-3,-5,7,4,-1,-3
DAGLB inh,-3,1,0,-2,2,-3,1,0
CAL PDZ FP-2,0.3,-1.3,-0.6,-0.3,-1.7,nt,-0.5,-1.7
LANA DNA inh,-2.5,-1.3,1.5,-1.0,0.0,0.2,0.7,-1.1
Pemphigus Ab inh,100,94,115,97,103,95,92,157

Not all compounds are listed, so the mix of outcomes need not match the whole.
